High-throughput results deposited in PubChem by National Center for Advancing Translational Sciences (NCATS).
ALOX12 inhib: blocks human 12-lipoxygenase activity; purified 12-hLO, xylenol orange hydroperoxide absorbance; Potency, µM (top dose mostly 57.1 µM), without a hit: top-dose activity change, negative = inhibition, hits mostly inhibitors; hit rate 0.12% among 150,000; AID 1452; note: potency is the fitted concentration of half-maximal effect; nearly all actives have a fitted effect of over 55% in size; many of its hits are not listed in these tables
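Lipoxygenase turnover measured by absorbance at 573 and 405 nm after Fe-XO development. Human 12hLO 150 nM, arachidonate 40 uM, pH 7.0 Hepes buffer with detergent; 15 min compound preincubation, 30 min reaction.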
ALOX15B inhib: 15-hLO-2 (ALOX15B) enzyme inhibition. purified 15hLO-2, xylenol orange hydroperoxide absorbance. Potency, µM (series often up to 57.1 µM), without a hit: at the top dose activity change, negative = inhibition, usual class: inhibitors. AID 881. hit rate 0.56% among 110,000. O15296; note: potency is the fitted concentration of half-maximal effect; nearly all actives have a fitted effect of over 60% in size; many of its hits are not listed in these tables
Target sequence (O15296 whole entry, looked up): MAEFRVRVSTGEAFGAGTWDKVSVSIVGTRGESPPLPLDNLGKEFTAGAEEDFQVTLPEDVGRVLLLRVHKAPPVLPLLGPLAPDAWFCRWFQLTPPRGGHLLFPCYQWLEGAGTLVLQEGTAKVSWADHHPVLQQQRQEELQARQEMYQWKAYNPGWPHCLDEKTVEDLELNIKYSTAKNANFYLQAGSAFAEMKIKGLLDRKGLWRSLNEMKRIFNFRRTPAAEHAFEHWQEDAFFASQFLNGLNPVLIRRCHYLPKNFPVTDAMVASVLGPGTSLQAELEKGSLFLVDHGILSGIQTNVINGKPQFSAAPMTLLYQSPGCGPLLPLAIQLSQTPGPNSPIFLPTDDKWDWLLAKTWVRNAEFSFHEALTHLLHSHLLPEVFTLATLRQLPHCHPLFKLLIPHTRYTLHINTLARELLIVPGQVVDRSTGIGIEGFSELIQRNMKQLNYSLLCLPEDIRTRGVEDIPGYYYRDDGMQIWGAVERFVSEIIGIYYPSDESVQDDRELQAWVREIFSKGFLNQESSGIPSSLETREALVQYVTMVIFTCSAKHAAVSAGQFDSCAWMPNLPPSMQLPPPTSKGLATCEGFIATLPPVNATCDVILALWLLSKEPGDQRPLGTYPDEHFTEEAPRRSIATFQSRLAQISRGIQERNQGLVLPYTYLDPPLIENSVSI
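Purified human 15hLO-2 (50 nM final) preincubated with compounds 15 min at room temperature in 25 mM Hepes pH 7.5, 0.01% Triton X-100, then 45 uM arachidonic acid added for 90 min; hydroperoxide detected via ferrous/xylenol orange, 573/405 nm absorbance ratio.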
PNC assembly inh: inhibitors of perinucleolar compartment assembly; PC3M PTB-GFP, PNC prevalence imaging, 16 h; hits give low values; activity change (PNC), negative = inhibition, % at 10 µM; hit rate 3.1% among 140,000;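 active = readout at or below -70, meaning at least 70% loss of cells showing the perinucleolar compartment, a nuclear body marking cancer cells; inconclusive = readout between -30 and a set limit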;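 note: plate controls were DMSO wells for no effect and camptothecin positive control wells for full effect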
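PC3M cells stably expressing PTB-GFP, 750–1000 cells/well, treated 16 h at 37 °C with compound (23 nl of library stock), in duplicate. After paraformaldehyde fixation and Hoechst stain, imaged at 20x; PNC prevalence scored by image analysis.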
IMPase inh: IMPase inhibition in cells | P97697 | CHO-M1 cells, IP1 accumulation, HTRF TR-FRET ratio | inhibition (IP1 accumulation), % at 46.1 µM | 120,000 tested, under 10 active; active = well fitted curve in the direction sought with a large enough effect in the signal ratio, not every such curve was filed as active; inconclusive = small, poorly fitted or top-dose-only effect, or a change in a side signal; inactive = no such curve, though single readings can be large or run the other way; the % refers to the signal ratio;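 note: cells stimulated with carbachol in lithium chloride buffer; plate controls were DMSO basal wells for no effect and reference inhibitor wells for full effect; higher means more IMPase inhibition seen as more IP1 and lower FRET ratio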
Target sequence (P97697 whole entry, looked up): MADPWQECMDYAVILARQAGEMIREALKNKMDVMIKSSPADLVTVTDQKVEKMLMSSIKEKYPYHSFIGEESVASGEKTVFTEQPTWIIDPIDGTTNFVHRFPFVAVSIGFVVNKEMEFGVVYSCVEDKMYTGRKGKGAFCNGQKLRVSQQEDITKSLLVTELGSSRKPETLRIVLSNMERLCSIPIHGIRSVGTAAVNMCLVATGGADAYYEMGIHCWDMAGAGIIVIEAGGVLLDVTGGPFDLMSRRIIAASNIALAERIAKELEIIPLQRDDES
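Cellular IMPase inhibition is scored as a rise in cytosolic IP1, detected by competitive TR-FRET between d2-labelled IP1 and a europium anti-IP1 antibody. M1-expressing CHO cells were stimulated with carbachol for 30 min at 37C, with lithium (50 mM LiCl) present in the buffer.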
* hit, by the source's call; ? = inconclusive; nt = no result given; [ ] = remark or other dose. Unless noted, calls come from the whole dose curve; as a rule, active = well fitted curve in the direction sought with a large enough effect; inconclusive = small, poorly fitted or top-dose-only effect, or another doubt; inactive = no such curve, though single readings can be large; an effect the other way counts as inactive or inconclusive. Unless noted, % is set by controls: 0 for no effect and ±100 for the full control effect. An excerpt, so the mix of outcomes need not match the whole.

SMILES | ALOX12 inhib | ALOX15B inhib | PNC assembly inh | IMPase inh
CC(=O)c1c(C)[nH]c(C(=O)CSc2nc3ccccc3n2C)c1C | -7% | -3% | -7 | 1
CCN(CC)CCCn1c(C)cc2c(c1=O)C(c1ccccc1)C(C#N)=C(N)O2 (centres undefined) | -5% | 7% | ? | 1
CC(C)OCC(O)CS(=O)(=O)Cc1ccccc1 (centres undefined) | 5% | 3% | 33 | 2
O=C(CCn1nnc(-c2cccs2)n1)NCc1ccccc1Cl | -7% | -6% | -26 | 12
CC(=O)c1c(C)oc2ccc(O)c(CN3CCOCC3)c12 | 10% | 7% | -8 | 8
COc1nc(-c2ccccc2)ccc1-c1noc(COc2ccccc2)n1 | -15% | 7% | 28 | 8
C=CCn1c(SCC(=O)/C(C#N)=C(\C)N)nc2sc(CC)cc2c1=O | -12% | -9% | ? | 6
CN(CC(=O)Nc1ccc(F)c(F)c1)S(=O)(=O)c1cccc2nsnc12 | 0% | nt | -13 | 8
CCCn1c(NCc2ccccc2NS(=O)(=O)c2ccc(C)cc2)nc2ccccc21 | -3% | nt | ? | -2
O=C(NCc1ccco1)c1ccc(N2CCCC2=O)cc1 | -8% | 7% | 18 | -1
COc1ccc(-c2nc(SCC(=O)Nc3cc(C)on3)n[nH]2)cc1 | 7% | -3% | ? | 7
O=C(CCl)c1ccc(Cc2ncc(C(F)(F)F)cc2Cl)s1 | -12% | ? | -19 | -5
O=C(c1ccco1)N1CCC2(CCCN(c3cccc(-c4ccccc4)c3)C2)CC1 | -4% | 0% | nt | nt
O=C(COC(=O)c1c2c(nc3ccccc13)CCCCC2)NCc1ccc2c(c1)OCO2 | 1% | nt | 11 | nt
C=CCn1c(SCc2nc3ccccc3[nH]2)nnc1-c1ccc(OC)cc1 | -4% | 47%[activator] | 26 | 1
CS(=O)(=O)N1CCC2(CCCN(C(=O)Nc3cccc(F)c3)C2)CC1 | 3% | 11% | nt | nt
COc1cc(CC(NC(C)=O)C(=O)NC2CCN(c3nc(C)cc(C)c3C#N)CC2)cc(OC)c1 (centres undefined) | 4% | -1% | -9 | 2
CC(C)N(c1ccccc1)c1ccc(NC(=O)C2CCCO2)cc1 (centres undefined) | -8% | -2% | -18 | 11
COC(=O)c1sccc1NC(=S)N1CCN(c2cc(C)ccc2C)CC1 | 0% | nt | 19 | nt
COc1ccc(OC)c(S(=O)(=O)N2CCC(C(=O)Nc3ccc(C)c(C)c3)CC2)c1 | -7% | 8% | ? | 10
Cc1cccc(CNc2ncnc3[nH]ncc23)c1 | -2%[11.4 µM] | 2%[11.4 µM] | nt | nt
CCOC(=O)c1c(NC(=O)C2=C(C)NC(=S)NC2c2ccc(C)cc2)sc(C)c1C (centres undefined) | ? | nt | -22 | -7
O=C(NCC1CCCO1)C1CCC(=O)N1Cc1ccccc1Cl (centres undefined) | 2% | 1% | -10 | 5
CC(=O)NCC(=O)OCC(=O)c1ccc(C)c(C)c1 | 3% | 6% | -5 | ?
CCO/C=C1/C(=O)N(CC)c2ccccc21 | -3% | -2% | ? | -7
O=C1c2cccc3c(N4CCCCC4)ccc(c23)C(=O)N1c1ccccn1 | 4% | 3% | 97 | 11
CCCc1cc(C(=O)Nc2cc(Br)ccc2O)no1 | 1% | -22% | ? | -7
CCOc1ccccc1N1CCN(C(=O)c2c(C)noc2C)CC1 | -3% | -3% | ? | -1
COC(=O)Sc1nc(N2CCOCC2)c2c(c1C#N)CC(C)(C)OC2 | -6% | -11% | -116* | -21
CN1C(=O)SC(Nc2cccc3ccccc23)C1=O (centres undefined) | -1% | nt | -3 | 3
Cc1nc2c(C(=O)NCCc3ccccc3Cl)c[nH]n2c(=O)c1Cl | -2% | nt | ? | nt
Cn1c(=O)c2cn(-c3ccccc3)cc2n(C)c1=O | 3% | 3% | 32 | 3
CCOC(=O)c1c(-c2ccc(C)o2)csc1NC(=O)CN(C)CC(=O)Nc1ccc(C)cc1 | -5% | -14% | -14 | 12
CCOc1ccc(NC(=S)NC(=O)/C=C/c2ccc(OC)c(OC)c2)c([N+](=O)[O-])c1 | -8% | ? | 6 | 5
CCOC(=O)N1CCN(CC(O)COC(CC)c2ccccc2)CC1 (centres undefined) | -1% | -3% | ? | 2
Cc1ccc(S(=O)(=O)Nc2cc(C(=O)NCCN3CCCC3)ccc2N2CCCCC2)cc1 | 1% | 12% | -18 | 11
COc1ccccc1N1CSC2=C(C#N)C(c3ccc(SC)cc3)CC(=O)N2C1 (centres undefined) | ? | 20µM* | -17 | 1
C=CCNC(=O)c1ccc2c(c1)nnn2C | -4% | 7% | 31 | -1
NCC(O)COCCC12CC3CC(CC(C3)C1)C2 (centres undefined) | 3% | 5% | 38 | ?
CN(C)c1ccc(/C(=N\O)C(F)(F)F)cc1 | -9% | -1% | ? | 10

The closing two records of the section above open the next one.
SMILES | ALOX12 inhib | ALOX15B inhib | PNC assembly inh | IMPase inh
NCC(O)COCCC12CC3CC(CC(C3)C1)C2 (centres undefined) | 3% | 5% | 38 | ?
CN(C)c1ccc(/C(=N\O)C(F)(F)F)cc1 | -9% | -1% | ? | 10
CCC(=O)N1CCc2cc(S(=O)(=O)NC(C(=O)NCc3ccccc3)C(C)C)ccc21 (centres undefined) | -5% | -5% | 8 | -1
Cn1ccnc1SCCC#N | -6% | 6% | 10 | 0
COc1ccccc1NC(=O)CC1COc2ccccc2O1 (centres undefined) | -1% | -2% | -8 | -22
CCN(CCO)C(=O)C12CCC(C)(C(=O)C1)C2(C)C (centres undefined) | -1% | 8% | 23 | 12
CCc1ccc(NC(=O)C(CC)c2ccccc2)cc1 (centres undefined) | -4% | nt | 24 | nt
CN(C)C(=O)CN(C)S(=O)(=O)c1ccc(Cl)cc1 | 3% | 1% | 15 | 4
CCOc1ccc(C(C(=O)NC2CCCCC2)N(C(=O)Cc2cccs2)c2ccc(-n3cnnn3)c(OC)c2)cc1 (centres undefined) | 3% | nt | 13 | nt
CC(=O)Oc1ccc(C(=O)Nc2cccc(C(=O)c3ccc(C)c(C)c3)c2)cc1 | -3% | 12% | 32 | -2
CCn1c(C)c(C(C)=O)c(N2CCCCC2)nc1=S | -8% | -5% | -26 | 8
O=C(CCCC(=O)OCC(=O)c1cccs1)Nc1ccc(Oc2ccccc2)cc1 | -8% | 5% | 13 | -1
O=C(CNC(=O)c1ccccc1Cl)Nc1ccc(F)cc1 | -4% | nt | ? | 0
N#Cc1c(=O)c2nc(NCc3ccccc3)ncc2n2ccccc12 | -11% | -13% | -3 | -1
CCCCCN(C(=O)NC(=O)Nn1cnnc1)S(C)(=O)=O | -2% | 3% | 22 | 1
COC(=O)c1ccc(N)cc1O | 4% | 0% | ? | -3
Cc1ccccc1-c1ccc(=O)n(CC(=O)Nc2ccc(N3CCOCC3)cc2)n1 | -2% | -3% | 8 | -3
CC(=O)Nc1nc(C)nc(C)c1C(C)=O | 1% | -2% | ? | 7
COc1cc(NC(=O)c2cccnc2Sc2ccc(Cl)cc2)cc(OC)c1OC | 1% | nt | ? | nt
CN(C)CCNc1ncnc2ccccc12 | 1% | 2% | ? | 14
CC(C)(CO)NCc1ccccc1OCC(=O)Nc1ccccc1 | 2% | 6% | 60 | 9
Cc1ccc(S(=O)(=O)N2CCOCC2)cc1NC(=O)COC(=O)c1cc(=O)c2ccccc2o1 | -4% | nt | ? | nt
CCN(CC)CCN1C(=O)C(=O)/C(=C(/O)c2ccccc2)C1c1ccccc1F (centres undefined) | -3% | -2% | -22 | 6
CCN(CC)CCN1C(=O)c2ccccc2NC1c1cc(OC)c(OC)c(OC)c1 (centres undefined) | 6% | 6% | ? | 4
CC(C)c1ccc(NC(=O)C2CCCCC2C(=O)O)cc1 (centres undefined) | 3% | 0% | 19 | 1
CCOC(=O)Cn1c(CN2CCOCC2)nc2c1c(=O)n(C)c(=O)n2C | 7% | 2% | -15 | 7
CC(=O)N1CCc2cc3nc(C)cc(C)c3cc21 | 2% | 5% | ? | -14
CCOC(=O)C1CCN(C(=O)CSc2ccc(Cl)cc2)CC1 | 2% | nt | -100* | -2
O=C(COC(=O)CNS(=O)(=O)c1ccccc1)Nc1ccc(Cl)cn1 | 5% | 2% | -5 | 2
Cc1ccc(/C=N/Nc2nc(C(C)(C)C)cs2)o1 | -10% | nt | 41 | nt
CCOC(=O)C1CCCCN1Cc1ccc(F)cc1 (centres undefined) | -5% | -10% | 14 | 2
O=C1CC(c2ccc(S(=O)(=O)NCc3ccccc3)cc2)CN1 (centres undefined) | 9% | 3% | ? | -3
O=C(/C(=C/O)N=Nc1ccccc1)c1ccncc1 | -14% | -26% | 4 | 9
O=C(c1ccc([N+](=O)[O-])cc1)N1CCSC1c1ccccc1 (centres undefined) | -1% | nt | 13 | 13
CC(NC(=S)NCCc1ccccc1)C(c1cccs1)N1CCN(Cc2ccccc2)CC1 (centres undefined) | ? | nt | 46 | nt
CCCCNC(=O)CSc1nc2ccsc2c(=O)n1C1CCN(C(=O)OCC)CC1 | -3% | 6% | -28 | 4
Cc1ccc(-c2nc3ccccc3c(=O)n2NC(=S)N(C)C)cc1 | 0% | nt | 34 | nt
CCOC(=O)N1CCN(C(=O)c2ccc3nc(N4CCCCC4)sc3c2)CC1 | 5% | -1% | 54 | 5
Oc1ccccc1-c1nc(/C=C/c2ccccc2)nn1-c1ccccc1 | -5% | nt | 84 | 9
CCOc1cc2c3c(c1)C1(C(=O)N3C(C)(C)CC2C)C(C#N)=C(N)N2C(=C1C#N)Nc1ccccc12 (centres undefined) | -4% | nt | 31 | nt
O=C(CC(O)(C(F)(F)F)C(F)(F)F)Nc1ccc(Cl)c(Cl)c1 | -17% | -21% | ? | 11
O=C(CN(Cc1cccs1)C(=O)CNS(=O)(=O)c1ccc(F)cc1)NCc1ccco1 | -2% | -2% | 40 | -7
C=CCSc1n[nH]c(-c2ccccc2)n1 | 0% | -1% | -25 | -3
Cc1cccc(-c2noc(CN(C(=O)/C=C/c3ccccc3Cl)C(C)C)n2)c1 | -3% | nt | 11 | nt
Cc1ccc(-n2nc(CN3CCOCC3)c(-c3ccccc3)c2N)cc1Cl | 2% | nt | 11 | nt
Cc1nn(CC(=O)OCC(=O)Nc2c(C(C)C)cccc2C(C)C)c(C)c1[N+](=O)[O-] | -4% | nt | 8 | nt
COc1cccc(C(=O)COc2ccc3c(C)c(Cc4ccccc4)c(=O)oc3c2C)c1 | -2% | nt | -100* | nt
Cc1ccc(NC(=O)C(C)OC(=O)CCNS(=O)(=O)c2ccc(C)cc2)cc1 (centres undefined) | 0% | nt | 74 | nt
Cc1ccc(C(=O)CC(=O)c2cc(Cl)ccc2O)cc1 | ? | 3% | 23 | 3
CCOC(=O)C1CCN(CC(O)COc2ccc(C(C)=O)cc2)CC1 (centres undefined) | -1% | 4% | -7 | 11
O=C(CS(=O)(=O)c1cn(Cc2ccccc2Cl)c2ccccc12)N1CCOCC1 | 4% | nt | ? | -8
CC(C)(CN=C1NS(=O)(=O)c2ccccc21)CNC(=O)CN1C(=O)c2ccccc2C1=O | 3% | -3% | -10 | 9

Further compounds:
SMILES | ALOX12 inhib | ALOX15B inhib | PNC assembly inh | IMPase inh
Cc1ccccc1-n1c(=O)cc(N2CCN(C(=O)c3ccco3)CC2)[nH]c1=O | 0% | nt | -2 | -9
Cc1ccc(C(=O)N(CN2CCCC2=O)c2ccccc2)cc1C | 0% | -8% | 62 | 1
COc1cc(/C=N\Nc2nc3ccccc3o2)cc(OC)c1OC | 12% | nt | -4 | 13
CCOC(=O)c1cc2c(n(-c3ccccc3)c1=O)CC(C)(C)CC2=O | 2% | -6% | 12 | 12
CC1CN(C(=S)NC(=O)C2CCCCC2)CC(C)O1 (centres undefined) | 1% | nt | 16 | nt

2 records picked at random from the list so far, as already listed:
SMILES | ALOX12 inhib | ALOX15B inhib | PNC assembly inh | IMPase inh
Cc1ccc(C(=O)N(CN2CCCC2=O)c2ccccc2)cc1C | 0% | -8% | 62 | 1
CC1CN(C(=S)NC(=O)C2CCCCC2)CC(C)O1 (centres undefined) | 1% | nt | 16 | nt
